Screens as filed in PubChem.
TIM10 inh: growth inhibitors of TIM10 yeast strain; inhibition, % at 10 µM; actives 1.4% (n = 330,000); S. cerevisiae TIM10 strain growth, BacTiter-Glo luminescence, 24 h;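 active = inhibition of 40% or more at the single tested concentration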;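 note: wild-type TIM10 isogenic control strain grown at permissive 25 °C; 0% = DMSO yeast wells and 100% = minimal medium wells without yeast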
Mdm2 MdmX PPI: disrupts the human Mdm2-MdmX interaction; AID 485346; O15151+Q00987; actives 3% (n = 330,000); inhibition, % at 8 µM; SaOS-2 split-luciferase Mdm2/MdmX complementation, luminescence;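 active = inhibition of at least 50% at 8 µM in the primary screen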
Target sequence (O15151 whole entry, looked up): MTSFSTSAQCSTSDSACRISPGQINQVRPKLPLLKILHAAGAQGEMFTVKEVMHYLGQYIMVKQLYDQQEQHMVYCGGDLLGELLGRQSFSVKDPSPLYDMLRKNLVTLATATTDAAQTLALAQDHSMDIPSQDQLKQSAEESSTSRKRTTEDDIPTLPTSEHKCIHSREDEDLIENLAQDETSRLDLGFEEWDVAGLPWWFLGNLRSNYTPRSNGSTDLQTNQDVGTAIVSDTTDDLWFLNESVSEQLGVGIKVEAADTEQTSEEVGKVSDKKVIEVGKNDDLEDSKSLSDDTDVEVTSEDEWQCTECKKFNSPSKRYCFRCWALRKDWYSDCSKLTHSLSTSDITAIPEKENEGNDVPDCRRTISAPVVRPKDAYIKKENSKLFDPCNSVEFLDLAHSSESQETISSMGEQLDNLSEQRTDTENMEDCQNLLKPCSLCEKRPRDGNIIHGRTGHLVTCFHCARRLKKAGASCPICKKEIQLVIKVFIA
Target sequence (Q00987 whole entry, looked up): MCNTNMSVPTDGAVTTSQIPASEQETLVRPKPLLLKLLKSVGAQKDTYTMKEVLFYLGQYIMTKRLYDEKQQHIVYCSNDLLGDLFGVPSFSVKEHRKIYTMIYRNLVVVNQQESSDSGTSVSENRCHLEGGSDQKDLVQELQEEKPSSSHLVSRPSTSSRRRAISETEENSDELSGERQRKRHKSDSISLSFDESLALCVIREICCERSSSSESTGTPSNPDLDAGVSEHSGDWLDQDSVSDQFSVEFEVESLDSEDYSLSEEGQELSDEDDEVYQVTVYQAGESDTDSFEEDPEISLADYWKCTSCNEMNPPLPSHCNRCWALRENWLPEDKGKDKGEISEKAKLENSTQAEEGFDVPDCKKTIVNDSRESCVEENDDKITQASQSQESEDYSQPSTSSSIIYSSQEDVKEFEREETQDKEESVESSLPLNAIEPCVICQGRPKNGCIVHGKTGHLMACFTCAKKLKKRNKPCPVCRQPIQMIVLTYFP
tim23-1 inh: growth inhibitors of tim23-1 mutant yeast. actives 1.3% (n = 330,000). AID 463212. S. cerevisiae tim23-1 growth, BacTiter-Glo luminescence, 24 h. inhibition, % at 20 µM;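 active = growth inhibition of the mutant yeast at or above 50%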;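 note: temperature-sensitive mutant grown at 25 °C; plate controls were DMSO-treated mutant yeast for no effect and medium wells lacking yeast for full effect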
XBP1 UPR activ: activators of adaptive arm of unfolded protein response (XBP1). CHO-XBP1 luciferase reporter, IRE1-XBP1 UPR activation, luminescence; percent of tunicamycin response, DMSO as zero. activation, % at 20 µM. actives 0.33% (n = 330,000);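 active = versus positive control, 20 µM dose yields 30% or more activation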;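 note: 100% = tunicamycin at 10 µg/mL and 0% = DMSO only wells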
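Material: CHO cell line with stable XBP1 luciferase reporter; buffer or medium: F12 medium containing 10% fetal bovine serum; compound: single point, 20 µM final compound, 1% DMSO; incubation: 6 h treatment, 37 °C; measured by: glow luminescence from Steady-Glo reagent; evaluation: activation, % of tunicamycin; control set: tunicamycin high, DMSO low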
tim10-1 inh: growth inhibitors of tim10-1 mutant yeast. S. cerevisiae tim10-1 ts strain growth, BacTiter-Glo, 24 h. inhibition, % at 20 µM. actives 2.2% (n = 330,000). AID 463190;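 active = inhibition of at least 40%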;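 note: mutant grown at 25 °C; 0% = DMSO wells with yeast and 100% = wells holding no yeast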
UPR CHOP act: apoptotic UPR (CHOP) activation; CHO-CHOP luciferase reporter, luminescence; percent of tunicamycin response over DMSO baseline; activation, % at 10 µM; actives 0.34% (n = 330,000);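 active = at 10 µM dose, activation of 40% or more, normalized to positive control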;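 note: 100% = tunicamycin at 10 µg/mL and 0% = DMSO alone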
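Evaluation: % reporter activation, DMSO baseline versus tunicamycin full activation; System: CHO-CHOP luciferase reporter cell line; Input: 500 cells/well; Incubation: 6 h compound treatment, 37 °C; Measured by: Steady-Glo luciferase luminescence; Dosing: one dose, 10 µM in 0.5% DMSO; Buffer or medium: F12 medium, 10% FBS; Benchmarks: positive tunicamycin 10 µg/mL, negative DMSO alone.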
697 NFkB inh: inhibitors of the PMA/ionomycin-induced NF-kB reporter in 697 B cells; 697 B-cell NF-kB luciferase reporter, 16 h; inhibition, % at 4 µM; actives 0.33% (n = 330,000); in the data active = inhibition above about 35%
Jurkat NFkB inh: lowers PMA/ionomycin-induced NF-kB signal in Jurkat cells; PMA/ionomycin-induced NF-kB luciferase reporter, luminescence; inhibition, % at 4 µM; actives 0.53% (n = 330,000); AID 435003; in the data active = inhibition above about 50%
Active calls of the source: *.

SMILES	TIM10 inh	Mdm2 MdmX PPI	tim23-1 inh	XBP1 UPR activ	tim10-1 inh	UPR CHOP act	697 NFkB inh	Jurkat NFkB inh
CCOC(=O)c1[nH]c2cc(OC)c(OC)cc2c1NC(=O)C(C)N1CCN(Cc2ccccc2)CC1 (stereo not drawn)	12.1	2.0	6.7	2.0	15.6	-0.7	-15.9	-23.0
CCn1c(COc2ccccc2C)nc2ccccc21	17.4	-73.3	25.3	2.8	15.9	3.8	-42.6	-46.6
O=C1CC(c2ccccc2F)c2cc3c(cc2N1)CCC3 (stereo not drawn)	-15.7	58.0*	21.7	2.6	25.7	-0.3	-25.4	41.9
CC(=O)N1CCN(S(=O)(=O)c2cccc(C(=O)N(Cc3ccccc3)c3ccc(C)cc3)c2)CC1	7.8	18.2	9.1	0.3	18.6	3.9	-15.5	-17.4
CCN(CC(=O)Nc1ccc(NC(C)=O)cc1)C(=O)c1ccc(N2CCCC2)c([N+](=O)[O-])c1	-3.1	21.9	3.5	-3.6	3.0	0.0	14.9	-6.9
O=C(COc1ccccc1Cc1ccccc1)Nc1cccnc1	-0.6	-29.3	33.0	-2.7	8.4	-0.5	-24.1	25.0
O=[N+]([O-])c1cc([N+](=O)[O-])c2cc3ccccc3nc2c1	86.2*	82.0*	69.2*	-9.1	75.3*	-4.2	-143.6	14.2
CC(C)[C@@H]1NC(=O)N(c2ccc(Oc3ccccc3)cc2)C1=O	-4.1	5.7	18.6	0.1	14.7	2.5	-14.9	-16.0
O=C(/C=C/c1ccco1)NC(=S)Nc1ccccn1	24.4	-77.8	18.6	0.1	18.1	4.3	-17.4	-13.3
CCCN(CCC)CCOc1cc(C)ccc1C(C)C	-12.1	30.8	16.7	-2.7	10.2	-0.6	9.5	4.7
O=C(COC(=O)c1ncc(Cl)c(Cl)c1Cl)c1ccc(Cl)s1	9.5	-12.3	21.7	0.6	5.0	8.0	-32.0	22.6
CCn1nc(C)cc1C(=O)N1CCCC(CCC(=O)NCc2ccccc2F)C1 (stereo not drawn)	1.8	19.5	2.7	-1.1	11.4	-0.6	5.9	2.2

Some of the entries so far, comma-delimited.
Structure,TIM10 inh,Mdm2 MdmX PPI,tim23-1 inh,XBP1 UPR activ,tim10-1 inh,UPR CHOP act,697 NFkB inh,Jurkat NFkB inh
O=C(COc1ccccc1Cc1ccccc1)Nc1cccnc1,-0.6,-29.3,33.0,-2.7,8.4,-0.5,-24.1,25.0
O=[N+]([O-])c1cc([N+](=O)[O-])c2cc3ccccc3nc2c1,86.2*,82.0*,69.2*,-9.1,75.3*,-4.2,-143.6,14.2
CC(C)[C@@H]1NC(=O)N(c2ccc(Oc3ccccc3)cc2)C1=O,-4.1,5.7,18.6,0.1,14.7,2.5,-14.9,-16.0
O=C(/C=C/c1ccco1)NC(=S)Nc1ccccn1,24.4,-77.8,18.6,0.1,18.1,4.3,-17.4,-13.3
CCCN(CCC)CCOc1cc(C)ccc1C(C)C,-12.1,30.8,16.7,-2.7,10.2,-0.6,9.5,4.7

The listing continues.
SMILES	TIM10 inh	Mdm2 MdmX PPI	tim23-1 inh	XBP1 UPR activ	tim10-1 inh	UPR CHOP act	697 NFkB inh	Jurkat NFkB inh
N#Cc1cc(-c2ccccc2)nnc1Sc1ccc(Cl)cc1	-0.3	40.3	10.2	3.6	-5.0	-2.0	14.4	32.4
CCC(=O)N1C(=O)C2(Nc3ccccc3N2)c2ccccc21	-19.9	8.8	5.4	-1.9	4.6	1.3	19.5	11.2
COC(=O)CCN(C(=O)C12CC3CC(CC(C3)C1)C2)c1ccccn1	19.2	-9.8	22.4	3.6	35.7	1.9	-17.6	-34.5
COc1cc(OC)cc(-c2c(C#Cc3ccsc3)c3cc(-c4ccc(C(N)=O)cc4)ccc3n2C)c1	3.8	41.3	10.9	-2.2	12.6	0.1	-31.1	-11.1
Cc1ncccc1C(=O)N1CCCC(CCC(=O)N2CCN(c3ccccn3)CC2)C1 (stereo not drawn)	4.9	-4.1	10.4	-4.8	-14.3	-1.2	-6.6	11.6
O=C(CCCCCC(=O)N(CCO)CCO)N(CCO)CCO	4.5	17.3	15.6	-1.6	0.5	0.2	8.8	2.9
Cc1ccccc1OCC(=O)N1N=C(c2cccnc2)CC1(O)C(F)(F)F (stereo not drawn)	26.2	23.0	21.3	-3.7	19.1	1.3	0.2	3.6
Clc1ccc(-n2nnc(-c3ncc[nH]3)n2)cc1Cl	37.2	-43.6	15.4	5.4	2.0	4.7	-64.6	-55.0
COc1ccc2cc(C3CC(c4ccco4)=NN3C(=O)CCC(=O)O)c(Cl)nc2c1 (stereo not drawn)	1.4	22.4	4.1	-0.6	9.4	-0.9	11.4	6.4
O=S(=O)(c1cccc(F)c1)N1CCc2sccc2C1c1ccc(OC(F)(F)F)cc1 (stereo not drawn)	-1.9	32.1	6.1	-2.6	1.5	-0.2	-5.5	14.2
CNC(=S)NCc1ccc(Cl)cc1	5.9	-12.5	9.1	-0.1	8.8	-1.0	10.0	9.4
O=C(Cc1ccccc1)Nc1ccc(NC(=O)C2CCCCC2)nc1	-12.5	17.3	-5.8	-3.3	-22.7	-2.4	6.8	-18.0
O=C(CSc1nnc(CNC(=O)c2c(F)cccc2F)o1)Nc1ccc2c(c1)OCCO2	0.0	7.4	-17.0	-1.6	-16.9	-1.2	-23.4	0.8
CCOc1ccccc1OCCCC(=O)ON=C(N)c1ccccc1	14.7	17.0	7.6	-0.6	35.5	-0.9	8.3	2.3
O=C(Cc1ccccc1)NC(NCCc1ccccc1)C(Cl)(Cl)Cl (stereo not drawn)	22.5	0.2	30.8	-5.0	7.7	0.5	14.4	4.5
COc1cccc(OCCCOc2ccccc2C(C)C)c1	-6.3	23.0	3.6	-2.5	-8.3	-0.5	-2.0	4.0
COc1ccc(NC(=O)NCc2ccc3c(c2)OCO3)cc1	-7.2	-25.4	-1.6	-1.7	0.6	1.1	14.5	3.6
NNC(=O)c1ccc(CSc2nc3ccccc3[nH]2)cc1	4.0	5.9	14.4	1.5	11.5	0.6	0.7	-17.7
Cc1cc(C)cc(C(=O)Nc2ccc(N3CCN(C(=O)c4ccco4)CC3)cc2)c1	6.1	28.9	4.5	-4.0	9.4	3.1	-0.6	14.6
Cc1ccc2c(C(=O)CNc3nncs3)c(C)[nH]c2c1	-2.5	-23.8	22.7	2.1	6.8	-0.1	-29.3	-29.0
COC(=O)CN1C(=O)[C@H]2[C@@H](c3ccc(C)o3)N3C(=O)CN(Cc4ccccc4)C(=O)[C@@]3(C)[C@H]2C1=O	16.2	-1.0	10.2	0.0	-0.3	-1.0	-5.8	17.4
Cc1ccc(S(=O)(=O)c2nc(S(C)(=O)=O)sc2N2CCOCC2)cc1	4.9	18.0	17.3	-4.9	17.6	-1.1	5.0	25.3
CC1(c2ccc(Cl)cc2)NC(=O)N(CC(=O)NC2CCCCC2)C1=O (stereo not drawn)	3.7	25.7	3.3	-2.9	-5.4	-1.1	10.0	2.6
CCOC(=O)C1CCCN(C(=O)c2cc3cc4ccc(OC)cc4nc3o2)C1 (stereo not drawn)	-4.1	-0.9	34.9	-6.9	31.8	3.4	-20.3	0.9
C=CCNC(=O)c1cc(-c2ccncc2)nc2c(C)cc(C)cc12	20.0	9.0	39.1	-2.8	25.8	0.9	2.3	13.1
CCOC(=O)CC1Sc2ccccc2NC1=O (stereo not drawn)	-2.5	-12.6	15.6	-1.6	5.9	0.4	8.1	1.5
CC(=O)c1c(C)[nH]c(C(=O)N2CCc3ccccc3C2)c1C	3.0	49.9	11.2	0.1	12.8	-1.9	41.8*	6.7
COc1ccc(/C=N/NC(=O)CCSc2nc3ccccc3s2)cc1	29.9	41.1	46.5	3.2	38.1	-1.7	-19.5	38.7
CCCCCCCCC(=O)NNC(=O)c1c(O)c2ccccc2n(CC)c1=O	6.2	30.8	31.6	-2.5	-21.4	1.5	12.5	-8.1
COc1cccc(C(c2sc3ncnn3c2O)N2CC(C)OC(C)C2)c1 (stereo not drawn)	-0.5	3.8	11.0	-2.4	13.7	1.0	11.5	11.0
COc1ccccc1C1=NNC(=NCc2ccccc2)SC1	16.4	-20.6	20.9	-1.5	31.7	-0.7	-29.9	-11.1
CCN1CCN(Cc2oc(CO)cc(=O)c2O)CC1	0.8	-14.9	8.6	2.7	9.0	-0.2	23.8	-4.2
CCC12CN3CC(CC)(CN(C1)C31C(=O)N(C)c3ccc(C)cc31)C2=O (stereo not drawn)	-4.8	5.2	6.4	-0.3	1.0	1.0	-0.7	8.1
COC(=O)[C@@H]1C[C@@]2(O)[C@@H](O)[C@@H](O)[C@@H](O)C[C@H]2N1Cc1ccc(C(F)(F)F)cc1	-1.4	-5.6	0.2	-2.4	2.9	-0.1	-14.9	-23.7
CCN(CC)S(=O)(=O)c1ccc(C(=O)Nc2ccc(C(F)(F)F)n(C)c2=O)cc1	8.4	10.8	9.4	-1.2	11.5	-1.4	12.8	2.3
CC(C)(C)OC(=O)NN1CC(=O)N2[C@@H](Cc3c([nH]c4ccccc34)C2(C)C)C1=O	17.7	-9.3	6.0	-1.9	2.0	1.5	19.3	28.4
Cc1ccc(C(=O)N/C(=C/c2ccc(N(C)C)cc2)C(=O)NCC2CCCO2)cc1 (stereo not drawn)	-14.2	11.6	7.7	2.0	8.0	-2.0	-3.6	1.0
O=C(NCC1CCCO1)C1CC(=O)N(c2cccc(Cl)c2)C1 (stereo not drawn)	-20.1	4.1	5.9	3.3	-14.8	-1.6	14.2	4.7
COCC1CCCCN1C(=O)c1ccc(OC2CCN(Cc3ccccn3)CC2)cc1 (stereo not drawn)	0.9	-12.3	-1.2	-3.6	2.9	2.5	24.9	-5.6
Cc1ccn2c(=O)nc(SCC(=O)N3CCCc4ccccc43)nc2c1	13.1	12.5	4.0	-0.2	24.0	-0.1	1.3	-2.9
O=C(Nc1nnc(C2=COCCO2)o1)c1ccc(S(=O)(=O)N2CCCCC2)cc1	-2.9	-3.2	-13.2	-5.7	7.0	-0.7	10.8	8.6
Cc1cc(NS(=O)(=O)c2ccc(NC(=O)c3oc4ccccc4c3C)cc2)no1	4.5	-6.4	14.0	0.4	2.9	-0.2	2.3	4.0
O=C(CSc1nnc(NCc2ccccc2)s1)c1ccco1	15.6	-3.1	23.4	0.3	29.1	2.1	-7.4	-9.5
Cc1ccc(NC(=O)CC2S/C(=N/N=C/C=C/c3ccccc3)NC2=O)cc1Cl (stereo not drawn)	-12.4	54.0*	-5.4	0.5	25.2	4.3	-19.5	-11.6
CN(C)S(=O)(=O)c1cccc(C(=O)Nc2ccc(S(=O)(=O)N3CCCC3)cc2)c1	5.2	16.6	11.2	-1.3	5.4	0.0	-16.9	-16.3
O=C(Nc1cccnc1)c1cc(-c2ccc(Br)cc2)on1	-4.7	-1.4	11.2	3.5	-3.8	3.7	1.8	-86.9
O=c1c2c(-c3ccccc3)ccnc2[nH]n1-c1ccccc1	-17.3	-0.2	5.5	-1.0	-22.5	3.7	-13.9	-13.5
O=C(CCS(=O)(=O)c1cccs1)N1CCCC1	4.4	3.8	4.5	3.4	0.7	1.7	-7.4	0.0
COc1cc2[nH]c(=S)nc(NCc3ccc(C)cc3)c2cc1OC	-4.7	47.4	1.2	-1.0	8.2	2.0	1.6	13.0
O=C(COc1ccccc1Br)Nc1ccccc1C(F)(F)F	17.0	4.3	5.5	4.2	26.1	1.5	-3.5	8.3
N#Cc1ccc(OCC(=O)NNC(=S)NC(=O)C2CC2)cc1	-0.7	-3.1	9.2	1.0	8.4	-1.8	5.9	0.9
